# Lipid droplet – hepatic lipid droplet formation modulation. AML12 mouse hepatocytes, oleate lipid droplets, BODIPY imaging. inhibition, % at 6.5 µM. 240,000 compounds, 0.4% hits;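 active = lipid droplet intensity inhibited by at least 50%, with more than 500 cells counted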
#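 Test system: AML12 hepatocytes (mouse); reagent: oleate loading, 100 µM; dosing: one dose, 6.5 µM compound; incubation: overnight exposure; signal: fluorescence imaging, 20x objective, two fields per well; read-out basis: % inhibition of corrected integrated BODIPY droplet signal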
# human PMI inhibition – inhibitors of human PMI, primary screen, biochemical, fluorescence intensity, coupled assay (AID 1209); 190,000 compounds, 0.42% hits; purified PMI enzyme, coupled fluorescence intensity; higher % means a stronger effect; one-dose inhibition, % at 20 µM; IC50 in µM for titrated hits;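 also: plate controls were DMSO vehicle for no effect and wells lacking substrate for full effect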
# PMI inhibition – human PMI inhibitors, high substrate, primary screen, biochemical, fluorescence intensity, high mannose 6-phosphate (AID 1220); 190,000 compounds, 0.66% hits; recombinant PMI enzyme, coupled fluorescence intensity; higher % means a stronger effect; inhibition, % at 20 µM, or IC50 in µM where a hit was titrated
# TNAP activators – human TNAP enzyme activators, primary screen, biochemical, luminescent, no phosphate acceptor, uHTS (AID 1001); purified TNAP, luminescent activation assay, no phosphate acceptor; higher activation fold means a stronger effect; activation fold at 20 µM, or EC50 in µM where a hit was titrated; 200,000 compounds, 0.03% hits; in the data active = activation fold from about 3, or a potency from the dose series; inactive = the rest, 99 in 100 with activation fold below about 1.6; also: many of its hits are not listed in these tables
# Autophagy mod – alters autophagy in cells. MEF GFP-LC3 puncta imaging; test concentration mostly 10 µM. calls only at 10 µM (by protocol). 190,000 compounds, 0.98% hits. AID 463193;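 active = percentage of spot-positive cells more than 3 SD above its plate mean, without a fluorescence outlier flag or 80% toxicity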;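 also: spot-positive cell cutoff set from DMSO-treated cells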
# bCat nuc transl – beta-catenin nuclear translocation modulation; HeLa beta-catenin nuclear translocation, immunofluorescence imaging; nuclear translocation activity, % at 5 µM; 190,000 compounds, 0.3% hits; AID 1665;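 active = nuclear translocation activity above 50% at 5 µM, with a well cell count of 50 or more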;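 also: per-cell ratio of nuclear to cytoplasmic median beta-catenin stain intensity; plate controls were DMSO negative control for no effect and GSK-3 inhibitor IX positive control for full effect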
#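 test system = HeLa cells, endogenous beta-catenin | dosing = single 5 µM dose plus 0.02–20 µM confirmation series | times = compound treatment 24 h, 37°C, 5% CO2 | technique = beta-catenin immunofluorescence imaging with DAPI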
# MT stabilizer – stabilizes microtubules in HeLa cells | AID 2205 | 200,000 compounds, 0.83% hits | % tubulin-high responders, % at 10 µM | HeLa tubulin immunostaining HCS, 24 h; share of cells brighter than vehicle mean+2SD;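 active = plate Z-score above 3 for both tubulin-high and condensed-nucleus cell shares, with cell loss under 80%, at 10 µM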;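 also: anti alpha tubulin signal scored within the nucleus-defined area of each cell; some results filed as inactive read as strong as hits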
# Ins promoter up – MIN6 insulin promoter up-regulation; MIN6 insulin promoter-GFP reporter, high-content imaging; stronger effect = higher value; z-score at 5 µM; 190,000 compounds, 0.3% hits;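 active = z-score above 3 at 5 µM with at least 500 cells counted in the well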
# T cell modulator – modulates CD8 T cell binding to vesicles; 2C CD8+ T cell-vesicle binding, flow cytometry; stronger effect = lower value; calls only at 7 µM; 330,000 compounds, 0.068% hits;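 active = response, share of CD8 T cells binding vesicles, and their 90th percentile fluorescence all below set limits, cut at about 80% in these data, passing the limit was not always enough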
#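 Test system: purified 2C TCR transgenic mouse naive CD8+ T cells. Probe or stimulus: QL9-peptide-loaded Drosophila micro-vesicles bearing Ld, ICAM-1 and B7-1. Incubation: binding step 1.5 h, 37 °C, antibody labelling 20 min, ice. Measured by: flow cytometry of vesicle-bound cells.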
# Ins promoter up cell count – further read-out of Ins promoter up, marked with its call; cell count; measured here: cytotoxicity, nuclei count;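 total cells summed across four imaged fields per well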
# Lipid droplet cells 6.5 µM – second read-out of Lipid droplet, no call of its own (marks repeat the call); cell count; measured here: cell count, cytotoxicity flag;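 cells counted across two imaged fields per well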
# bCat nuc transl cell count 5 µM – further read-out of bCat nuc transl, marked with its call; cell count; measured here: cell count, cytotoxicity flag
# T cell modulator vesicle-bound % – also measured in T cell modulator; calls as there; double positive events, %; measured here: CD8+ vesicle-bound cell fraction;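 binding gate set so that unloaded-vesicle control wells show 10% double positive cells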
# MT stabilizer Hoechst-high % – second read-out of MT stabilizer, no call of its own (marks repeat the call); % Hoechst-high responders; measured here: nuclear condensation Hoechst responders;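 share of cells brighter than vehicle mean plus two SD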
# MT stabilizer cytotoxicity % – second read-out of MT stabilizer, no call of its own (marks repeat the call); toxicity, %; measured here: cytotoxicity by cell density;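 0% = mean cell density of plate MIN control wells and 100% = no cells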
# Autophagy mod cell loss 18 h – second read-out of Autophagy mod, no call of its own (marks repeat the call); toxicity, %; measured here: cell loss, nuclei count;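 cell loss after 18 h compound exposure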
# * hit, by the source's call; i = inactive; . = not tested or not shown. Rule as the data show it, unless noted: active = inhibition above about 50%; inactive = the rest.
mol,Ins promoter up,bCat nuc transl,Autophagy mod cell loss 18 h,TNAP activators,PMI inhibition,T cell modulator,bCat nuc transl cell count 5 µM,MT stabilizer cytotoxicity %,MT stabilizer Hoechst-high %,human PMI inhibition,Autophagy mod,T cell modulator vesicle-bound %,Ins promoter up cell count,Lipid droplet cells 6.5 µM,Lipid droplet,MT stabilizer
CCOc1ccccc1/C=N/OCC(=O)NCc1ccc(F)cc1,-0.37,18,6,1,4%,i,834,2.7,3.6,1%,i,32,1264,666,17,2.8
CC1=C(C(=O)Nc2ccc(F)c(F)c2)C(c2cccs2)NC(=S)N1 (stereo not given),-0.06,3.6,-6,1,-3%,i,578,4.1,3.1,1%,i,45,1306,597,1,3.5
COC(=O)c1ccc(C)c(NS(=O)(=O)c2ccc3c(c2)OCCO3)c1,0.12,7.0,66,1.1,16%,i,745,36*,47*,15%,i,11,957,609,-6,21*
CC(=O)N1N=C(c2cccc([N+](=O)[O-])c2)OC1c1cccc(Br)c1 (stereo not given),0.14,66*,-16,1,4%,i,660*,34*,38*,4%,i,4,1261,697,1,24*
Cc1ccc(Cc2cnc(N3C(=N)SC(C)C3=O)s2)cc1 (stereo not given),1.1,0.3,19,1.2,0%,i,1141,4.1,1.9,1%,i,38,1176,749,-28,2.2
Cc1cc(C)c([N+](=O)[O-])cc1NC(=O)CCSc1ccccc1Cl,-0.1,.,-3,1,11%,i,.,5.9,4.2,12%,i,54,1271,647,-1,1.3
CC1(C)CC(=O)c2c(n(S(=O)(=O)c3ccccc3)c3ccc(NS(=O)(=O)c4ccccc4)cc23)C1,-0.57,0.2,12,1.2,2%,i,1078,6.3,0.9,8%,i,40,1413,595,-2,2.0
Cc1ccc(C)c(C(=O)CN2Cc3ccccc3C2=O)c1,0.14,0.5,.,.,.,i,1321,.,.,.,.,30,1036,681,8,.
Cn1c(SCC(=O)NCc2ccco2)nnc1-c1ccc(S(=O)(=O)N2CCOCC2)cc1,0.46,-1.5,4,1.2,5%,i,1006,1.2,1.2,-9%,i,13,1240,.,.,1.6
COc1cc(CCC(=O)Nc2ccc(Br)c(C(F)(F)F)c2)cc(OC)c1OC,0.09,-1.6,6,1.1,12%,i,983,6.9,2.2,24%,i,48,1306,608,-1,2.4
O=C(COc1ccccc1)Nc1nc(-c2ccc(S(=O)(=O)N3CCOCC3)cc2)cs1,-0.72,-8.4,6,1.1,8%,i,993,7.3,4.1,7%,i,21,781,.,.,5.3
O=C1N(c2cccc(Cl)c2)C(c2ccccc2)N2CCCN12 (stereo not given),-0.22,-0.1,-15,1,6%,i,1091,8.9,3.0,8%,i,56,1527,708,-6,6.0
N#Cc1cc(C(=O)c2ccccc2OCC(=O)Nc2ccccc2Cl)cn(C2CCCCC2)c1=O,-0.24,-1.4,10,0.9,6%,i,1027,17,2.1,6%,i,16,1523,612,-11,1.4
COc1ccc(C2C(C#N)=C(N)Oc3cc(C)[nH]c(=O)c32)c(OC)c1OC (stereo not given),.,1.2,8,1,5%,i,1051,8.5,0.8,10%,i,23,.,783,-2,1.5
Fc1ccc(-n2c(CN3CCCCC3)n[nH]c2=S)cc1,0.12,-3.4,-2,1,0%,i,1125,7.4,2.6,2%,i,29,1140,679,9,2.0
CCN(C(=O)CN(C)Cc1cccc(Cl)c1Cl)c1c(N)n(Cc2ccccc2)c(=O)[nH]c1=O,0.03,0.2,5,1,3%,i,1082,2.1,1.5,14%,i,55,1508,569,-65,4.0
CCCCNC(=O)CC1N=C2c3ccccc3N=C(SCC(=O)Nc3ccccc3OC)N2C1=O (stereo not given),0.34,-3.2,-11,1.1,13%,i,915,9.4,2.4,8%,i,25,1099,.,.,3.3
Clc1ccc(-c2nc(-c3cc4cc(Cl)ccc4o3)cs2)cc1,0.12,0.1,.,.,.,i,1310,.,.,.,.,24,1006,709,-5,.
COc1ccc(CCNC(=O)CCS(=O)(=O)c2ccc(Br)cc2)cc1OC,-0.27,-0.4,1,1.1,-8%,i,1135,6.0,2.3,-5%,i,62,1352,671,1,2.3
Brc1[nH]nc2ccccc12,0.04,0.7,25,0.8,-7%,i,1331,4.2,3.8,4%,i,27,1743,.,.,5.0

# The closing 4 entries of the part above open the next one.
mol,Ins promoter up,bCat nuc transl,Autophagy mod cell loss 18 h,TNAP activators,PMI inhibition,T cell modulator,bCat nuc transl cell count 5 µM,MT stabilizer cytotoxicity %,MT stabilizer Hoechst-high %,human PMI inhibition,Autophagy mod,T cell modulator vesicle-bound %,Ins promoter up cell count,Lipid droplet cells 6.5 µM,Lipid droplet,MT stabilizer
CCCCNC(=O)CC1N=C2c3ccccc3N=C(SCC(=O)Nc3ccccc3OC)N2C1=O (stereo not given),0.34,-3.2,-11,1.1,13%,i,915,9.4,2.4,8%,i,25,1099,.,.,3.3
Clc1ccc(-c2nc(-c3cc4cc(Cl)ccc4o3)cs2)cc1,0.12,0.1,.,.,.,i,1310,.,.,.,.,24,1006,709,-5,.
COc1ccc(CCNC(=O)CCS(=O)(=O)c2ccc(Br)cc2)cc1OC,-0.27,-0.4,1,1.1,-8%,i,1135,6.0,2.3,-5%,i,62,1352,671,1,2.3
Brc1[nH]nc2ccccc12,0.04,0.7,25,0.8,-7%,i,1331,4.2,3.8,4%,i,27,1743,.,.,5.0
O=C1/C(=C/c2cccs2)SC(=S)N1c1ccccc1,-0.96,-0.6,7,1.1,-3%,i,942,7.5,1.5,-5%,i,16,1253,.,.,3.0
COc1cccc(CNc2nc3ccc(C)cc3n3cnnc23)c1,-1.4,-0.6,.,.,.,i,1328,.,.,.,.,56,1041,741,14,.
Cn1cc(C=O)c2ccccc21,0.85,-0.1,-15,1,8%,i,982,5.1,1.0,6%,i,12,1494,780,11,2.4
Cc1[nH]c2ccccc2c1C(=O)C(C)OC(=O)c1ccc([N+](=O)[O-])o1 (stereo not given),.,3.8,15,1,27%,i,922,6.0,1.5,8%,i,16,.,649,-6,3.2
Cc1cccc(N2CCN(C(=O)c3cc4c(=O)n(C)c5ccccc5c4n3C)CC2)c1C,0.07,-6.5,2,1.2,18%,i,1153,10,3.0,11%,i,66,997,.,.,5.3
Cc1cc(=O)oc2c(CN3CCCCC3)c(O)c(Cl)cc12,0.25,1.0,-8,1.1,5%,i,1013,6.1,2.1,8%,i,38,1844,530,-1,3.8
CSc1nc(Oc2ccc3ccccc3c2)c2sccc2n1,-0.18,86*,19,1,10%,i,398*,37*,41*,10%,i,50,1681,676,-23,41*
NNC(=O)c1cc(Cl)ccc1Cl,0.17,.,15,1,-5%,i,.,0.5,1.7,-3%,i,30,1244,709,-44,4.3
COCCCNC(=O)c1ccccc1NS(C)(=O)=O,0.03,.,7,1,9%,i,.,5.6,2.0,12%,i,33,1293,745,10,2.3
CC[n+]1c(S(=O)(=O)[O-])ccc2ccc(C)cc21,0.08,3.4,-22,1,0%,i,1413,6.9,1.9,-8%,i,45,1584,.,.,1.8
CCOC(=O)c1c(C)[nH]c(C)c1C(=O)CSc1nc2ccccc2n1CCC#N,-0.37,-0.4,-12,1,5%,i,1047,2.6,2.7,9%,i,67,1423,683,-1,1.9
O=C(COC(=O)c1ccc2c(c1Cl)C(=O)c1ccccc1C2=O)NC1CC1,.,0.4,-5,1,18%,i,905,3.1,2.9,-21%,i,61,.,657,15,2.7
COCCCn1c(=O)/c(=C\c2ccccc2OC(F)F)s/c1=C(/C#N)C(=O)NCCOC,-0.56,0.7,.,.,.,i,1355,.,.,.,.,32,992,683,12,.
COCCNC(=O)C1CCCN(c2nn3c(=O)cc(C)nc3s2)C1 (stereo not given),0.19,-1.1,-1,1,7%,i,1209,12,2.4,2%,i,25,1219,692,-1,3.4
Cc1nc(SCC(=O)Nc2ccc(N3CCOCC3)cc2)nc(C)c1C,-1.2,1.0,-12,1.1,6%,i,1428,1.7,1.6,4%,i,14,897,.,.,3.9
Cc1ccc(OCC(O)CN2C(=O)NC(C)(C)C2=O)cc1 (stereo not given),0.34,-2.2,-9,1.1,6%,i,1226,4.7,2.0,1%,i,54,1228,753,30,2.6
Cc1cccc(N(Cc2cc(=O)[nH]c3ccccc23)C(=O)C(C)C)c1,-0.28,0.5,.,.,.,i,1364,.,.,.,.,11,1061,661,22,.
O=C(/C=C\c1ccco1)Nc1nc(-c2ccc3ccccc3c2)cs1,1.3,-1.1,-5,1,24%,i,1007,9.9,3.3,25%,i,29,1395,466,11,4.5
CC(=O)Oc1ccc2c(c1)c(C(C)=O)c(C)n2C,-0.08,0.2,-9,1.1,-3%,i,1038,19,1.5,2%,i,47,1176,512,3,2.9
CC(=O)c1ccn(S(=O)(=O)c2ccc(Cl)cc2)c1,0.01,-0.4,.,.,.,i,1108,.,.,.,.,34,1443,712,-12,.
CC1CCCCN1Cc1nc2c(c(=O)n(C)c(=O)n2C)n1Cc1c(F)cccc1Cl (stereo not given),0.21,-2.2,1,1,2%,i,1123,12,1.7,12%,i,20,1337,687,-34,3.6
Cc1ccc(Cn2ccc(NC(=O)c3cc4nc5c(c(C(F)(F)F)n4n3)CCc3ccccc3-5)n2)cc1,0.09,-0.1,1,1.1,3%,.,1306,1.5,7.9,7%,i,.,1777,.,.,2.7
COc1ccc(-c2c3c(=O)n(C)c(=O)n(C)c3cn2Cc2ccccn2)cc1,0.3,-4.1,8,1.1,-58%,i,1046,6.6,1.8,-44%,i,67,1243,.,.,1.8
CSc1nnc(CNS(=O)(=O)c2ccc(Cl)cc2)n1C,0.01,0.3,-25,1.1,-5%,i,1467,4.7,1.3,-4%,i,20,1374,703,13,1.2
Cn1c(Cn2c(=O)sc3ccccc32)nnc1SCc1ccccn1,0.24,0.7,-14,1.1,-2%,i,1439,10,2.1,0%,i,28,1547,.,.,3.9
